N370S GC mod – inhibitors or activators of N370S glucocerebrosidase for Gaucher disease. AID 2101. P04062. hit rate 0.092% among 330,000. Potency, µM (highest dose often 59.4 µM), for inactives: top-dose activity change, negative = inhibition, actives largely listed as inhibitors. N370S GC spleen homogenate, 4MU-glucoside fluorescence;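 note: 0% = full enzyme activity and -100% = no enzyme basal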
KAT2A inh – inhibitors of human GCN5L2 histone acetyltransferase; Potency, µM (doses to about 58.9 µM), without a hit: top-dose activity change, negative = inhibition, actives largely listed as inhibitors; AID 504327; GCN5L2 HAT assay, ThioGlo1 CoA-SH fluorescence; Q92830; hit rate 0.21% among 390,000
Target sequence (Q92830 whole entry, looked up): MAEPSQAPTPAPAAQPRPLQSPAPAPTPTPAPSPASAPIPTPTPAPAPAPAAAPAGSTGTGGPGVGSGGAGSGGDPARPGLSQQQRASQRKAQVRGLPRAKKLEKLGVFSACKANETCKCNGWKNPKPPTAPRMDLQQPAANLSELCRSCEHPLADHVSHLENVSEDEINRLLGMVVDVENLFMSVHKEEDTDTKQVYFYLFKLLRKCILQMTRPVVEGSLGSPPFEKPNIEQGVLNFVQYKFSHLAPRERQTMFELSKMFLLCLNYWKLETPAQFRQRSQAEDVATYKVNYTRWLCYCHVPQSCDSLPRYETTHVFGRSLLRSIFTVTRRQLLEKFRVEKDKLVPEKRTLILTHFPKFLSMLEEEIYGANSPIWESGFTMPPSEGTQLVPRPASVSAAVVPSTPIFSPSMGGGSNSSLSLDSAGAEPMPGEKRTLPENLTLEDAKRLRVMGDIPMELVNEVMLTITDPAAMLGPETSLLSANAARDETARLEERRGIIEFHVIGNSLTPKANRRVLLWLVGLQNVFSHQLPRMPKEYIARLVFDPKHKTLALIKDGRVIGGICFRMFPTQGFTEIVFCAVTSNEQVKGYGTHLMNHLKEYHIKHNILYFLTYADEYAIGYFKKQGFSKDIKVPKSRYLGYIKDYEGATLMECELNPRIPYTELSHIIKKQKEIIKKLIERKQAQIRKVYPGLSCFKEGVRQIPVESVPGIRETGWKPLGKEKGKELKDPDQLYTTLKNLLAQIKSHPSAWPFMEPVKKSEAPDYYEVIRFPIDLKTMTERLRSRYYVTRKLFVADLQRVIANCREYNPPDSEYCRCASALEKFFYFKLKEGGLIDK
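Fluorescence readout, Ex340nm/Em540nm: ThioGlo1 (50uM final) reacts with free CoA thiol released as 20nM GCN5L2 acetylates H3(1-25) peptide (75uM) using acetyl-CoA (70uM). Compound and enzyme sat 15 min beforehand; 20 min room-temperature reaction.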
FEN1 inh – human FEN1 inhibition; AID 588795; P39748; Recombinant FEN1 flap cleavage, fluorescence, 15 min; Potency, µM (highest dose often 114 µM), inactives show at the highest dose activity change, negative = inhibition, usual class: inhibitors; hit rate 0.35% among 390,000; note: nearly all actives have a fitted effect of over 65% in size
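Read-out was taken twice, immediately and after 15 min, following addition of 50 nM substrate to 10 nM FEN1 that had sat with test compound for 15 min at room temperature. Curves came from a four-parameter Hill model.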
* = called active by the depositor; ? = inconclusive; nt = not tested or not shown; & = joins results of further samples; [ ] = remark or other dose. Calls come from the whole dose curve; as a rule, active = well fitted curve in the direction sought with a large enough effect; inconclusive = small, poorly fitted or top-dose-only effect, or another doubt; inactive = no such curve, though single readings can be large; an effect the other way counts as inactive or inconclusive. Unless noted, % is set by controls: 0 for no effect and ±100 for the full control effect; potency is the fitted concentration of half-maximal effect.

SMILES	N370S GC mod	KAT2A inh	FEN1 inh
CCOc1ccc(CC(=O)Nc2c(C(=O)c3ccc(Cl)cc3)oc3ccccc23)cc1OCC	nt	3%	3%
COc1cccc(NC(=O)Nc2ccc3nc(N4CCN(C)CC4)cc(C)c3c2)c1	nt	-3%	?
CCOC(=O)c1c(-c2ccccc2)csc1/N=C/C1C(=O)CCCC1=O	2%	1%	12%
CN(C)C(=O)c1cccn1-c1ncc(C(F)(F)F)cc1Cl	10%	2%	-4%
COc1cc(OC)cc(-c2c(-c3ccc(C(C)=O)cc3)c3cc(-c4cccc5[nH]ccc45)ccc3n2C)c1	nt	-8%	-14%
NC(=O)C1(N2CCCCC2)CCN(C(=S)NC2CCCC2)CC1	-6%	-10%	2%
c1ccc2c(c1)CCC[C@@H]2C1=NCCN1	11%[21.6 µM]	6%	nt
COc1ccc(Cl)cc1NS(=O)(=O)c1cccc(C(=O)N2CC(C)OC(C)C2)c1 (stereo not drawn)	nt	0%	-6%
CNC(=O)NC(=O)CN1C(=O)NC2(CCOc3ccccc32)C1=O (stereo not drawn)	2%	-5%	-1%
O=C(c1ccccc1)c1cnc2ccc(Cl)cc2c1N1CCOCC1	-15%	0%	-5%
Cc1cc(C)cc(NC(=O)CCn2cnc3cc(C)c(C)cc32)c1	9%	-2%	-13%
CCn1ncc(Br)c1C(=O)Nc1ccc(OC(F)(F)F)cc1	-2%	-12%	-1%
CC(C)CCNC(=O)CN1C(=O)c2cccnc2Oc2ccccc21	nt	-2%	-3%
Cc1ccccc1OCCNc1cc(N2CCCCC2)ccc1[N+](=O)[O-]	?	-8%	-5%
O=C(NN1C(=O)C2C3C=CC(C3)C2C1=O)c1ccncc1 (stereo not drawn)	-20%	-8%	7%
N#Cc1ccccc1S(=O)(=O)N1CCN(C(=O)CCc2ccccc2)CC1	nt	1%	15%
CCc1ccc(CNC(=O)c2cnc3sc(N4CCCC4)nn3c2=O)cc1	nt	-13%	-3%
C=CCN=Cc1sc2ccc(OCC)cc2c1O	5%	-8%	nt
CN(c1ccccc1C(=O)Nc1ccc(F)c(Cl)c1)S(C)(=O)=O	0%	-2%	-5%
COc1cc(OC)c(OC)cc1/C=N/n1c(C)nnc1C	1%	-6%	-1%
CC1CN(CCCCOc2ccc(F)cc2)CC(C)O1 (stereo not drawn)	5%	-9%	1%
O=C(CNc1cccc2ccccc12)N/N=C/C(Br)=C/c1ccccc1	-2%	-2%	5%
Cc1cc(NC(=O)CSc2nc3cc4c(cc3c(=O)n2CCc2ccccc2)OCO4)no1	7%	-15%	-1%
COc1ccc(OC)c(CNc2ccc3c(c2)CCC3)c1	3%	-11%	-2%
COC(=O)c1ccccc1NC(=S)NC(NC(=O)COc1ccccc1)C(Cl)(Cl)Cl (stereo not drawn)	?	-14%	-15%
O=C(NCc1ccc2c(c1)OCO2)C1CCN(c2ncccn2)CC1	9%	-6%	8%
CN(C)CCCNC(=O)c1ccccc1Oc1ccccc1	7%	-5%	10%
O=C(CC12CC3CC(CC(Br)(C3)C1)C2)Nc1cccc(S(=O)(=O)NC2=NCCC2)c1	2%	-3%	-21%
COc1ccccc1NC(=O)C1=C(C)Nc2nc(CCCO)nn2C1c1cccc(O)c1 (stereo not drawn)	nt	2%	2%
O=C(NNC(=O)c1ccccc1[N+](=O)[O-])c1cccs1	4%	3%	4%
Cc1ccc(C(C)C)c(OCC(=O)NNC(=O)Cn2[nH]c(=O)c3ccccc3c2=O)c1	nt	3%	-7%
CC1(C)NC(=O)NC2(C)NC(=O)NC(C)(C)C12 (stereo not drawn)	1%	-3%	-8%
COc1ccc(-n2c(Cc3cccn3C)nnc2SCC(=O)NC2CCCC2)cc1	-9%	-9%	15%
CCN1C(=O)[C@H]2[C@H]3CN=C(SCc4ccc(C)cc4)N3[C@@](Cc3ccccc3)(C(=O)OC)[C@H]2C1=O	nt	-5%	-27%
O=C(CCCOc1ccc(Br)cc1)NCCc1ccc(OC(F)F)cc1	-7%	-3%	-17%
CC(C)c1nn2c(=O)cc(COC(=O)c3ccc(NC(=O)c4cccs4)cc3)nc2s1	nt	24%	-1%
c1ccc(-c2nc(N3CCCCC3)nc3ccccc23)cc1	5%	-8%	2%
COc1ccc(C(CNC(=O)COc2c(C)cc(C)cc2C)N2CCOCC2)cc1 (stereo not drawn)	nt	-4%	19%
COc1ccc(OC)c(NC(=O)CSc2ccc3nnc(-c4cccnc4)n3n2)c1	2%	-6%	-4%
COc1ccc(C(=O)NC2CC(C)(C)NC(C)(C)C2)cc1OC	0%	-2%	7%

In the list so far, these contain bromine.
SMILES	N370S GC mod	KAT2A inh	FEN1 inh
CCn1ncc(Br)c1C(=O)Nc1ccc(OC(F)(F)F)cc1	-2%	-12%	-1%
O=C(CNc1cccc2ccccc12)N/N=C/C(Br)=C/c1ccccc1	-2%	-2%	5%
O=C(CC12CC3CC(CC(Br)(C3)C1)C2)Nc1cccc(S(=O)(=O)NC2=NCCC2)c1	2%	-3%	-21%
O=C(CCCOc1ccc(Br)cc1)NCCc1ccc(OC(F)F)cc1	-7%	-3%	-17%

Given as labelled records: 2 of the compounds above
Compound: CC1(C)NC(=O)NC2(C)NC(=O)NC(C)(C)C12 (stereo not drawn)
- N370S GC mod = 1%
- KAT2A inh = -3%
- FEN1 inh = -8%
Compound: COc1ccc(C(=O)NC2CC(C)(C)NC(C)(C)C2)cc1OC
- N370S GC mod = 0%
- KAT2A inh = -2%
- FEN1 inh = 7%

Remaining list, next part
SMILES	N370S GC mod	KAT2A inh	FEN1 inh
COc1ccc(CCCc2nnc(SCC(=O)Nc3nc(C)cs3)n2C)cc1C	4%	1%	2%
COc1cc2c(cc1OC)C(COc1ccc(F)cc1)N(C(=O)c1ccccc1F)CC2 (stereo not drawn)	nt	-4%	-17%
Cc1ccc([N+](=O)[O-])cc1S(=O)(=O)N1CCN(C)CC1	7%	-1%	1%
COc1ccccc1NS(=O)(=O)c1cc(C(=O)NCC(c2ccco2)N(C)C)ccc1C (stereo not drawn)	-3%	-2%	-4%
Cc1cccc(N2CCN(C(=O)Cn3sc4nc(C)cc(C)c4c3=O)CC2C)c1 (stereo not drawn)	-4%	?	?
O=C1CCCC2=C1C1O[C@](CCCCN3C(=O)c4ccccc4C3=O)(Cc3c1ccc1ccccc31)O2	-10%[12.8 µM]	4%[12.7 µM]	nt
O=C(O)c1ccccc1C(=O)Nn1cnnc1	-7%	-3%	-4%
Cc1ccc(S(=O)(=O)N(C)c2ccc(C(=O)NCc3ccccn3)cc2)cc1	-4%	0%	16%
COc1ccc2ncn(-c3ccccc3)c2c1	?	1%	-15%
Cc1ccc(NC(=O)CN(C)C(=O)COC(=O)/C=C/c2cccs2)cc1	2%	-2%	-9%
CCOC(=O)N1CCN(C2CCCN(C(=O)c3ccccc3C(F)(F)F)C2)CC1 (stereo not drawn)	-1%	-5%	15%
NC(=O)c1nnsc1-c1ccc(-c2snnc2C(N)=O)cc1	-9%	-9%	-4%
CCCCC(=O)OC1=C(C(C)=O)N(Cc2ccccc2)S(=O)(=O)c2ccccc21	nt	-8%	-12%
CCOC(=O)c1sc(C)c2c(=O)n(Cc3ccc(Cl)cc3)c(C)nc12	7%	-7%	-1%
COc1ccc(CNC(=O)c2cnc3ccc(C)cn3c2=O)cc1	nt	4%	0%
COc1ccc(S(N)(=O)=O)cc1C(=O)OCC(=O)N1CCCC(C)C1 (stereo not drawn)	nt	-3%	1%
O=C(N=C1SC2CS(=O)(=O)CC2N1c1cc(Cl)ccc1Cl)C1CC1 (stereo not drawn)	-5%	-2%	0%
Cc1ccc(C(=O)N(CCCN(C)C)c2nc3ccc(Cl)cc3s2)cc1C	-13%	-10%	-3%
CC(C)(C)OC(=O)N1CCN(C(=O)Nc2ccc3c(c2)OCCO3)CC1	-2%	-3%	-5%
O=C(CCS(=O)(=O)c1cc2c(cc1Cl)NC(=O)CO2)NCc1ccccc1	6%	-1%&-21%	-6%&3%

A draw from above in order of formula weight, low to high:
SMILES	N370S GC mod	KAT2A inh	FEN1 inh
O=C(NCc1ccc2c(c1)OCO2)C1CCN(c2ncccn2)CC1	9%	-6%	8%
Cc1ccccc1OCCNc1cc(N2CCCCC2)ccc1[N+](=O)[O-]	?	-8%	-5%
COc1cc(OC)cc(-c2c(-c3ccc(C(C)=O)cc3)c3cc(-c4cccc5[nH]ccc45)ccc3n2C)c1	nt	-8%	-14%

(next part)
SMILES	N370S GC mod	KAT2A inh	FEN1 inh
Cn1c2ccccc2c(=O)c2ccc(C#CC3(N)CCCCC3)cc21	?	-22%	22µM*
Cc1onc(-c2c(F)cccc2Cl)c1C(=O)Nc1sc2c(c1C#N)CCC(C(C)(C)C)C2 (stereo not drawn)	8%	-15%	-17%
O=C(Nc1ccc2c(c1)CCC2)C1CCN(c2ncccn2)CC1	7%	11%	7%
COc1cc(NC(=O)c2c(C)oc3c2C2=NCCN2C=N3)cc(OC)c1OC	nt	-3%	-23%
CCCc1nc2nc(C)c(NS(=O)(=O)c3ccc(Cl)cc3)c(=O)n2[nH]1	-2%	-3%	1%
C/C(CC(=O)Nc1ccc(OCc2ccccc2)cc1)=N\NC(=O)C(=O)Nc1ccccc1C	-11%	-1%	5%
COc1cccc(CNC(=O)c2ccc(OC)c(S(=O)(=O)NC3CCCC3)c2)c1	-1%	-2%	-8%
CCOc1ccc(C2=NNC(c3cccs3)=Nc3ccc(OC)cc32)cc1	11%	-14%	-19%
CN(CCOc1ccccc1)CC(=O)Nc1cc([N+](=O)[O-])ccc1Cl	-2%	-12%	-3%
CCN(CC)S(=O)(=O)c1ccc(Oc2ccc(S(=O)(=O)N(CC)CC)cc2)cc1	0%	-9%	-15%
Cc1sc2nc3n(c(=O)c2c1C)NC(=O)CC3	1%	1%	5%
Cc1cc(-c2nnc(SCC(=O)c3ccc(Cl)cc3)o2)no1	18%	-1%	3%
COc1cc(/C=C/C(=O)OCC(=O)NC2CCS(=O)(=O)C2)ccc1O (stereo not drawn)	5%	-6%	-4%
Cc1ccc(CNC(=O)C2CCN(S(=O)(=O)c3cc(-c4noc(C)n4)ccc3C)CC2)cc1	nt	-2%	-1%
COc1ccc(N2CCN(C(=O)CSc3nc4c(c(=O)n(C)c(=O)n4C)n3C(C)C)CC2)cc1	2%	3%	-18%
COc1ccc(-c2[nH]ncc2C(=O)NCc2ccc(F)cc2)cc1	nt	-9%	-13%
CC(=O)Nc1ccc(C(=O)NCC2(N3CCCCC3)CCCCC2)cc1	-1%	-13%	?
CC(/C=N/Nc1nc2ccccc2[nH]1)=C\c1ccccc1	-23%	-7%	-11%
O=C(NCC(=O)N1CCC2(CC1)NCCc1[nH]cnc12)c1ccc(F)cc1	-1%	-6%	2%

From PubChem
